# PTHR1 agonist: qHTS for PTHR1 Agonists: Primary Screen; Parathyroid hormone/parathyroid hormone-related peptide receptor (Homo sapiens), Q03431; HEK293 GP2 PTHR1 cells, GloSensor cAMP luminescence, 1 h; Potency, µM (series often up to 115 µM), for inactives: at the highest dose activation, most hits filed as activators; 0.075% of 410,000 active; also: potency is read from the fitted curve at half-maximal effect; nearly all actives have a fitted effect of over 55% in size; some results filed as inactive show a strong effect at the top dose; inactives centre near -15; many of its hits are not listed in these tables
#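 HEK-293-derived GP2 cells expressing PTHR1 and a GloSensor cAMP reporter, 3,000/well, plated overnight, given luciferin plus IBMX (each 0.5 mM as added) for 1 h at 37 °C, then compound for 1 h at 37 °C. Luminescence was read after 15 min at room temperature.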
# GLP-1R inv ag: qHTS of GLP-1 Receptor Inverse Agonists (Inhibition Mode). HEK293 GLP-1R CRE-luciferase, luminescence, 24 h; GLP-1R form is constitutively active. 1.6% of 410,000 active. Glucagon-like peptide 1 receptor (Homo sapiens), P43220. Potency, µM (top dose mostly 38.3 µM), without a hit: at the top dose activity change, negative = inhibition, most hits filed as inhibitors. AID 624417, 2012; also: potency is read from the fitted curve at half-maximal effect; % is scaled to controls: 0 for no effect and ±100 for the full control effect; nearly all actives have a fitted effect of over 55% in size
# Target sequence (P43220 whole entry, looked up): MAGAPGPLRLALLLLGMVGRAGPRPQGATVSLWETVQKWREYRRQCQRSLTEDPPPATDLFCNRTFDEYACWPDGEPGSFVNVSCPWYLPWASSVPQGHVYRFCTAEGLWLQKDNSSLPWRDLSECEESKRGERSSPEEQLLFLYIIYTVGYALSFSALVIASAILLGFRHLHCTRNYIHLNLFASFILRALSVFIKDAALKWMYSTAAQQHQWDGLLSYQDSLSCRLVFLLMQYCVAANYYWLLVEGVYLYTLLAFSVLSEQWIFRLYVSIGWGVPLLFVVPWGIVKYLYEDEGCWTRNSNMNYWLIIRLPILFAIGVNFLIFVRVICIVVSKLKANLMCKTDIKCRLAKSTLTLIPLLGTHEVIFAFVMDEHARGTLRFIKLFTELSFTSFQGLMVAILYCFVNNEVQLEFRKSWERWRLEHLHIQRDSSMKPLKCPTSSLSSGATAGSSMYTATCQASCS
#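 Seeding at 200 cells/uL, 12 h culture, 24 hr compound treatment, then luciferase reagent and a luminescence read; cells are HEK293 stably expressing a constitutively active GLP-1R plus cAMP-responsive luciferase.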
# Abeta rescue: qHTS for compounds that reverse cellular toxicity of Amyloid beta (A-beta) peptide in yeast: Primary Screen; yeast expressing A-beta42, growth rescue, OD600, 48 h; response scale: 0% DMSO, 100% iron-clioquinol control; 0.063% of 410,000 active; Potency, µM (doses to about 46.1 µM), for inactives: top-dose growth rescue, hits mostly activators; also: potency is read from the fitted curve at half-maximal effect; nearly all actives have a fitted effect of over 55% in size
#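 Yeast growth medium received pinned compounds, then yeast cells expressing toxic A-beta were added; plates incubated at 30 C for 48 hr. Growth read as absorbance at 600 nm, normalized to DMSO and equimolar FeCl3 plus clioquinol controls.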
# DRD3 antagonist: qHTS of D3 Dopamine Receptor Antagonist: qHTS; max response, negative = inhibition, %; AID 652054, 2013; D3R cells, DiscoveRx beta-arrestin luminescence, antagonist mode; active compounds read low; 2.5% of 360,000 active; in the data active = max response below about -50%; inconclusive = no clear call, values can overlap the other calls; also: % is scaled to controls: 0 for no effect and ±100 for the full control effect; mostly tested at two doses, the higher about 12 µM
# Target sequence (P35462 whole entry, looked up): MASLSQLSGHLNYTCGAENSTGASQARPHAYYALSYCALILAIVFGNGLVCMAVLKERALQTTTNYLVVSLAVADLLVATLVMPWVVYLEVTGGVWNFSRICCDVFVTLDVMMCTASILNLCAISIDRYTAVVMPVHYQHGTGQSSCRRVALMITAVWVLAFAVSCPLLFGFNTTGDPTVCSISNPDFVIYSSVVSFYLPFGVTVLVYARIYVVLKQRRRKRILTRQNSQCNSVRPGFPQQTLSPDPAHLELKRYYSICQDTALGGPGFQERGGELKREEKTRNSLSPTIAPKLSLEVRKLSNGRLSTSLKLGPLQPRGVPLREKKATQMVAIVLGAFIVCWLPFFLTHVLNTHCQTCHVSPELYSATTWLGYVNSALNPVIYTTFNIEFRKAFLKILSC
#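 Cells expressing the human receptor were seeded at 1500 cells/well, incubated overnight at 37 degrees C in 5% CO2, then exposed to library compounds with dopamine controls for 90 minutes at 37 degrees C before luminescent detection.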
# Akt phos inh: HTS Assay for Inhibitors of Akt Phophorylation: Primary Screen; activity change, % for hits at 50 µM; 0.32% of 360,000 active; Neuro2A IGF-stimulated pAkt S473 HTRF, 20 min; active compounds read low; AID 651550, 2012; in the data active = activity change below about -80%; inconclusive = mostly about -51% to -80%; also: % is scaled to controls: 0 for no effect and ±100 for the full control effect
#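 Neuro2A cells in DMEM with 0.5% FBS, overnight at 37 deg C, given compound at single 50 µM final, then IGF (6 nM final) for 20 min at 37 deg C. Lysed; phospho-Akt Ser473 by HTRF after 24 h, 665/615 ratio.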
# aSyn yeast inh: qHTS of alpha-syn Inhibitors. Yeast expressing alpha-synuclein, growth rescue, BacTiter-Glo, 24 h. Potency, µM (top dose mostly 46.1 µM), for inactives: top-dose growth rescue (activation), most hits filed as activators. 0.14% of 370,000 active. AID 652106, 2013; also: potency is read from the fitted curve at half-maximal effect; % of control where 0% means no effect; nearly all actives have a fitted effect of over 65% in size
#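 Screening used galactose-induced yeast with toxic alpha-synuclein levels, exposed to compound for 24 hr at 30 deg C. Cell growth, read with BacTiter-Glo luminescence, gave the measured signal.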
# GLP1R ag: qHTS of GLP-1 Receptor Agonists; Potency, µM (series often up to 45.6 µM), for the others: at the highest dose activation, most hits filed as activators; HEK293 GLP-1R CRE-luciferase, luminescence, 4-6 h; cells express a hypersensitive GLP-1R form; 0.007% of 380,000 active; also: potency is read from the fitted curve at half-maximal effect; % of control where 0% means no effect
# TDP-43 yeast inh: qHTS of TDP-43 Inhibitors; TDP-43 expressing yeast growth rescue, BacTiter-Glo, 24 h; Potency, µM (doses to about 46.1 µM), for the others: top-dose growth rescue (activation), usual class: activators; 1.8% of 410,000 active; also: potency is read from the fitted curve at half-maximal effect; % of control where 0% means no effect; nearly all actives have a fitted effect of over 50% in size
#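 Readout is BacTiter-Glo luminescence of cell growth, so inhibitors register as activators. TDP-43-expressing yeast at OD600=0.02 in galactose medium, after raffinose pregrowth to mid-log, were incubated with compound for 24 hr at 30 deg C.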
# FUS yeast rescue: qHTS for Suppressors of FUS Proteinopathy: Primary screen using FUS-linked yeast assay | AID 1347120, 2019 | Potency, µM (highest dose often 76.6 µM), for inactives: at the top dose growth rescue (activation), actives largely listed as activators | 0.24% of 390,000 active | S. cerevisiae FUS-expressing, growth rescue, OD600, 24 h;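 also: potency is read from the fitted curve at half-maximal effect; plate controls were DMSO vehicle for no effect and reference control for full effect; nearly all actives have a fitted effect of over 55% in size; some results filed as inactive show a strong effect at the top dose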
#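 FUS-expressing yeast, raffinose-pregrown, induced in 2% galactose minimal medium at OD 0.005; compounds in a dilution series, 24hr at 30C. Growth restoration read as absorbance at 600 nm. CP55940 positive control, DMSO negative.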
# The depositor's hits bear a star; i = inactive; ? = inconclusive; nt = no result given; [ ] = remark or other dose. Unless noted, calls follow the shape of the dose curve; as a rule, active = well fitted curve in the direction sought with a large enough effect; inconclusive = small, poorly fitted or top-dose-only effect, or another doubt; inactive = no such curve, though single readings can be large; an effect the other way counts as inactive or inconclusive.
structure	GLP1R ag	FUS yeast rescue	Abeta rescue	aSyn yeast inh	GLP-1R inv ag	DRD3 antagonist	TDP-43 yeast inh	PTHR1 agonist	Akt phos inh
CNC(=O)c1cc2cc(Br)ccc2s1	0%	29%	-37%	-15%	-1%	-23	9%	-44%[inhibitor]	i
CCc1c(C)sc(NC(=O)c2cc(-c3ccco3)on2)c1C#N	-10%	?	8%	-1%	7%	-12	1%	-22%[57.5 µM]	i
O=C(NCCc1ccccc1O)c1cc2c(cc1[N+](=O)[O-])OCO2	0%	nt	7%	-3%	10%	13	20%	i	i
CCN(CC)S(=O)(=O)c1ccc(-c2ccc(S(=O)(=O)N(CC)CC)cc2)cc1	1%	12%	-4%	3%	5%	20	4%	-32%[inhibitor]	i
Cc1ccccc1/C=C1\Sc2ccc(C(=O)N3CCN(c4ccccn4)CC3)cc2N(C)C1=O	-3%	38%	5%	14%	?	4	?	-27%	i
Brc1ccc(-c2csc(-c3nc(-c4ccc(Br)s4)cs3)n2)cc1	nt	-15%	?	nt	-7%	nt	21%	-16%	nt
COC(=O)CSCc1nc(-c2ccc(C(=O)OC)cc2)oc1C	nt	-7%	-28%	nt	-28%	nt	24%	i	nt
Cc1nn(C)c(C)c1S(=O)(=O)N(CC(=O)N1CCc2ccccc21)c1ccc(C(C)C)cc1	-4%	-4%	0%	-15%	4%	-5	16%	-8%	i
COCCCN1C(=O)C(CC(=O)NC(c2ccccc2)c2ccccc2)CC(C(=O)N(C(C)C)C(C)C)=C1C (stereo not given)	3%	18%	7%	0%	8%	0	0%	-24%	i
COCCNC(=O)Cn1ncc2c(C)n(Cc3ccc(C)cc3)c(C)c2c1=O	nt	13%	2%	nt	-18%	nt	23%	i	nt
O=C(Cn1ncc2c3ccccc3n(Cc3cccc(Cl)c3)c2c1=O)NC1CCCCCC1	nt	0%	-5%	nt	?	nt	0%[9.22 µM]	i	nt
COC(=O)CCCCCN1C(=O)NC(c2ccc(-c3ccccc3)cc2)C(C(=O)OCc2ccccc2)=C1C (stereo not given)	-4%	?	8%	10%	8%	6	6%	-21%	i
CCOc1ccc(OCC)c(NC(=O)CN2CCN(c3cccc(C)c3)CC2)c1	24%	14%	5%	-12%	?	?	-14%	17%[57.5 µM]	i
O=[N+]([O-])c1ccccc1/C=N/N1CCN(c2ccccn2)CC1	21%	-29%	-13%	2%	20%	9	12%	-34%	i
CCOC(=O)CNC(=O)Cn1cnc2c(nnn2-c2ccc(F)cc2)c1=O	-7%	28%	4%	-3%	1%	25	-13%	i	i
CCCn1c(SCC(=O)c2ccc3c(c2)OCCO3)nnc1C(C)C	-5%	5%	-1%	12%	-28%	0	-5%	i	i
CCCCn1c(N)c(N(CC(C)C)C(=O)C2CC(=O)N(c3ccc4c(c3)OCCO4)C2)c(=O)[nH]c1=O (stereo not given)	-11%	41%	-2%	-8%	7%	-55*	9%	i	i
Cn1c(=O)[nH]c2c(c1=O)CCO2	0%	nt	11%	3%	4%	-16	11%	i	i
CCC(=O)c1ccc(OCc2ccc(C(=O)OC)cc2)cc1	6%	3%	-1%	2%	-63%	11	-2%	0%	i
CCOC(=O)CN(C(=O)c1snc(C(N)=O)c1N)C(C(=O)NCCC(C)C)c1ccc(C)cc1 (stereo not given)	8%	21%	11%	1%	11%	0	9%	i	i
CSc1nc(Oc2ccc(F)cc2)c2ccccc2n1	16%	25%	5%	-6%	-5%	6	1%	-7%[57.5 µM]	i
CC12CC3(C)CC(C)(C1)CC(C(=O)NCCc1ccc(S(N)(=O)=O)cc1)(C2)C3	5%	12%	-7%	-1%	?	-4	1%	-47%[inhibitor]	i
Cn1cccc1C(=O)NC(=O)COC(=O)c1ccccc1Sc1ccccc1C#N	-11%	10%	0%	-2%	0%	-17	-3%	i	i
Cn1cccc1C(=O)OCC(=O)N1CCc2ccccc21	-1%	-3%	-3%	2%	18%	0	10%	-7%	i
COc1cccc(CNC(=O)C(=O)NCC2OCCCN2S(=O)(=O)c2cc(C)ccc2C)c1 (stereo not given)	4%	27%	5%	2%	?	19	14%	-16%	i
Cc1cc(C)c(S(=O)(=O)N2CCCC(C(=O)NC3CCCC3)C2)c(C)c1 (stereo not given)	3%	11%	4%	6%	-18%	5	23%	-22%	i
CCC1CCCCN1C(=S)Nc1cccc(S(=O)(=O)N(C)C)c1 (stereo not given)	4%	7%	-23%	13%	?	6	30%	-11%	i
O=C(OCc1ccccc1)C1CCCN1C(=O)c1ccccc1[N+](=O)[O-] (stereo not given)	-19%	16%	17%	4%	5%	15	-3%	1%[57.5 µM]	i
CCCCN1C(=O)C(CC(=O)NCc2cccc3ccccc23)CC(C(=O)N2CCCCCC2)=C1C (stereo not given)	11%	38%	-10%	7%	-23%	0	10%	-4%	i
C=CCOc1ccc(C[C@H](N)C(=O)NC[C@H]2O[C@@H](n3cnc4c(N)ncnc43)[C@H](O)[C@@H]2O)cc1	5%	5%	0%	2%	10%	-13	?	-13%	i
O=[N+]([O-])c1ccc(S(=O)(=O)N2CCN=C2SCc2ccc(F)cc2)cc1	10%	16%	8%	1%	-18%	2	11%	-14%	i
COCC(=O)n1nc(-c2ccco2)nc1NCc1ccccc1Cl	nt	-17%	-7%	nt	0%	nt	17%	i	nt
O=C(O)c1ccccc1C(=O)NCCc1c(C(=O)O)[nH]c2ccc(Cl)cc12	-3%	24%	-6%	0%	2%	?	-16%	1%	i
CCOC(=O)N1CCN(C(=S)NC2CCCCC2)CC1	?	-1%	5%	-16%	1%	11	23%	i	i
CCOc1ccccc1NC(=O)Cn1cnc2sc(C)c(S(=O)(=O)N3CCC(C)CC3)c2c1=O	nt	-12%	-20%	nt	-4%	nt	2%	0%	nt
CCOC(=O)C1CCN(c2c(NCc3ccc(C(=O)N(C)Cc4ccccc4)cc3)c(=O)c2=O)CC1	14%	11%	0%	3%	9%	-3	-8%[0.397 µM]	i	i
CC1CCCN(C(=O)c2ccc(Cl)c(S(=O)(=O)N3CCCCCC3)c2)C1 (stereo not given)	0%	30%	-15%	-11%	?	-19	13%	-50%[inhibitor]	i
CC(NC(=O)COc1ccc(S(=O)(=O)N2CCOCC2)cc1)c1ccccc1 (stereo not given)	-3%	8%	14%	11%	-11%	7	7%	-20%	i
Cc1ccc(NS(=O)(=O)c2ccc3c(c2)N(C)CCO3)cc1	6%	7%	7%	14%	?	2	2%	-31%[inhibitor]	i
O=C(NCc1ccc(F)cc1)C1CCCN(c2nc3ccsc3c(=O)s2)C1 (stereo not given)	-5%	-13%	-2%	-2%	16%	?	-5%	i	i
CCNc1nc(NC(C)C)nc(NS(=O)(=O)c2ccc(Cl)cc2)n1	-2%	24%	1%	-9%	5%	-28	8%	i	i
CCOc1ccc(CN2CCN(Cc3ccon3)CC2CCO)cc1 (stereo not given)	5%	-11%	-4%	3%	-23%	-5	-14%[0.397 µM]	0%	i
CC(=O)Nc1ccc2nc(SCC(=O)NCCOc3ccccc3)sc2c1	0%	-11%	-25%	1%	10%	1	12%	-34%[inhibitor]	i
O=C(NCCN1CCN(S(=O)(=O)c2ccc(F)cc2)CC1)C(=O)NCc1ccccc1	15%	-15%	7%	-2%	-13%	12	-2%	i	i
O=C(O)CSc1nnc(COc2ccc([N+](=O)[O-])cc2)n1-c1ccccc1	-1%	18%	-3%	2%	16%	0	3%[9.22 µM]	i	i
COc1cc(C(=O)O/N=C(\N)Cc2ccc([N+](=O)[O-])cc2)cc(OC)c1OC	14%	-2%	-13%	-8%	?	-1	-10%	-4%	i
O=C(/C=C/c1ccc2c(c1)OCO2)NCc1ccncc1	5%	39%	-1%	-5%	1%	-20	-18%	i	i
CCOc1ccc2nc3cc(NCc4ccc(OC)cc4)ccc3c(N)c2c1	-2%	11%	-91%[inhibitor]	-23%	?	-16	-3%	-82%[inhibitor]	i
COc1ccc(N2CCN(CC(O)COc3ccc4c(c3)CCC4)CC2)cc1 (stereo not given)	-1%	5%	-5%	-14%	?	-79*	-7%	-19%	i
CC(=O)Nc1ccc(S(=O)(=O)N2CCN(C(=O)CCC3CCCC3)CC2)cc1	11%	-7%	6%	3%	-10%	10	4%	-11%	i

# (next part)
structure	GLP1R ag	FUS yeast rescue	Abeta rescue	aSyn yeast inh	GLP-1R inv ag	DRD3 antagonist	TDP-43 yeast inh	PTHR1 agonist	Akt phos inh
Cc1cccc(OCCSc2nc(-c3cccs3)nc3cc(=O)[nH]n23)c1	nt	0%	3%	nt	1%	nt	0%	-7%	nt
COc1ccc(-c2n[nH]c(=S)n2-c2ccc(C)cc2)cc1	1%	15%	5%	-17%	-23%	-12	-11%	?	i
COc1ccc(C(=S)N2CCN(c3cccc(Cl)c3)CC2)cc1	12%	6%	2%	-1%	?	-27	0%	i	i
N#Cc1c(NC(=O)CSc2nnc(-c3ccco3)n2-c2ccccc2)sc2c1CCC2	-11%	-6%	19%	-7%	-5%	7	?	-22%	i
CC(C)(C)[C@H]1CCC(=O)N([C@H](CC#N)Cc2ccccc2)CC1	-1%	18%	-1%	-6%	-5%	5	23%	i	i

# Screening results from PubChem BioAssay.

# Some of the compounds tested (hit frequency here may not be typical).
